Compound activity deposited in PubChem BioAssay by National Center for Advancing Translational Sciences (NCATS).
GAA glycogen – qHTS Assay for Inhibitors and Activators of Human alpha-Glucosidase Cleavage of Glycogen; Potency, µM (doses to about 76.4 µM), without a hit: at the highest dose activity change, negative = inhibition, most hits filed as inhibitors; 300,000 tested, 0.38% active; Lysosomal alpha-glucosidase (Homo sapiens), P10253; recombinant GAA, glycogen substrate, Amplex Red glucose oxidase fluorescence; AID 2100, 2009;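 further: 0% = full enzyme reaction and -100% = no-enzyme basal signal; the screen sought inhibitors and activators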
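qHTS, 1536-well; enzyme 4 nM final; cpd up to 77 uM; substrate bovine liver glycogen 30 ug; 50 mM citrate/phosphate pH 5.0, 0.01% Tween-20; 37 C, 40 min; Amplex Red detection 45 min RT; Hill fit → AC50.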
GLA spleen mod – qHTS Assay for Inhibitors and Activators of Human alpha-Galactosidase From Spleen Homogenate; Alpha-galactosidase A (Homo sapiens), P06280; human spleen homogenate, 4MU-alpha-Gal fluorescence, 40 min; Potency, µM (titrated, usually from 80 µM), inactives show at the top dose activity change, negative = inhibition, most hits filed as inhibitors; 240,000 tested, 0.008% active; AID 2107, 2009;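 further: 0% = enzyme with vehicle and -100% = no enzyme basal signal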
Target sequence (P06280 32-429 limits assumed): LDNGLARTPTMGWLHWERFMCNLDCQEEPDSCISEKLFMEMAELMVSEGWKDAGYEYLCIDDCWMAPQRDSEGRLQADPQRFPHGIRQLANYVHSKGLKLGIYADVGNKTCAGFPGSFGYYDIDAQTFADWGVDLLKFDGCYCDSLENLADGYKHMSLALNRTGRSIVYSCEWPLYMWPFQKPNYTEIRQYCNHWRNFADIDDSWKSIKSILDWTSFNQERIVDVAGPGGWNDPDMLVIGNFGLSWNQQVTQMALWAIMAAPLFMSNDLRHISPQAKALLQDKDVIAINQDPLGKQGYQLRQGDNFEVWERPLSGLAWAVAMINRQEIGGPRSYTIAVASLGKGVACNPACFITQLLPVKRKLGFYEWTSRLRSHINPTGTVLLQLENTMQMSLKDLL
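Fluorogenic readout (Ex 365/Em 440 nm) of 4-methylumbelliferone released from 1 mM 4-MU-alpha-galactoside by spleen homogenate, 40 min at 37C, pH 5.0. Data normalized to no-enzyme and enzyme controls; Hill-equation AC50 from compound titrations.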
Tau fluor cs – Counterscreen qHTS for Inhibitors of Tau Fibril Formation, Fluorescence Polarization; tau K18 P301L Alexa594 fluorescence, heparin fibrillization; 280,000 tested, 0.93% active; AID 1463, 2008; Potency, µM (series often up to 57.7 µM), for inactives: at the highest dose activity change, negative = decrease; further: on the % scale 0 is the no-effect control and ±100 the full control effect; nearly all actives have a fitted effect of over 55% in size
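Human tau K18 P301L (15 uM unlabeled, 0.24 uM Alexa 594-labeled) in 100 mM sodium acetate pH 7 with 20 uM heparin, 6 hr at 37 C. ThT 30 uM added, 1 hr ambient; Alexa 594 FP and total fluorescence read at 555/632 nm.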
HTT cytoprotect – qHTS Multiplex Assay to Identify Dual Action Probes in a Cell Model of Huntington: Cytoprotection (ATP) | PC12 HTT-Q103 induced, cytoprotection, ATP luminescence, 40 h | Potency, µM (highest dose often 56.4 µM), without a hit: cytoprotection (ATP increase), most hits filed as activators | 230,000 tested, 0.14% active | AID 1471, 2008;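 further: % of control where 0% means no effect; nearly all actives have a fitted effect of over 45% in size; toxic huntingtin expression switched on by the ecdysone agonist tebufenozide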
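ATP quantification (ATPlite) reports survival of PC12 cells in which tebufenozide, 100 nM final, switches on Htt exon 1 with 103 glutamines linked to GFP; compounds are titrated.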
Tau FP inhib – qHTS for Inhibitors of Tau Fibril Formation, Fluorescence Polarization. Microtubule-associated protein tau (Homo sapiens), P10636. K18 P301L tau heparin fibrillization, Alexa594 FP, 6 h. Potency, µM (top dose mostly 57.7 µM), without a hit: at the highest dose activity, negative = inhibition, actives largely listed as inhibitors. 280,000 tested, 0.39% active. AID 1468, 2008; further: on the % scale 0 is the no-effect control and ±100 the full control effect; nearly all actives have a fitted effect of over 55% in size
Target sequence (P10636 561-689 P618L limits assumed): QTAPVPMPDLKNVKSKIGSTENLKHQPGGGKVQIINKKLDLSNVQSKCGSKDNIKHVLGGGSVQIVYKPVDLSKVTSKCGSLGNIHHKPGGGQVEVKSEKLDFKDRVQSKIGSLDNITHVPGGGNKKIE
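Heparin (20 uM) drove fibril formation of recombinant tau K18 P301L, 15 uM unlabeled with 0.24 uM Alexa 594 label, for 6 hr at 37 C in 100 mM sodium acetate pH 7. Fluorescence polarization (555/632 nm) read 1 hr after 30 uM ThT.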
GAA inh – qHTS Assay for Inhibitors of Human alpha-Glucosidase as a Potential Chaperone Treatment of Pompe Disease; purified human GAA, 4-MU-alpha-glucoside fluorescence; 200,000 tested, 0.005% active; AID 1466, 2008; Lysosomal alpha-glucosidase (Homo sapiens), P10253; Potency, µM (top dose mostly 76.9 µM), for inactives: at the highest dose activity change, negative = inhibition, hits mostly inhibitors;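 further: plate controls were uninhibited enzyme wells for no effect and no-enzyme background for full effect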
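Enzyme (4 nM final) mixed with compound (up to 77 uM), then 4-MU-alpha-D-pyranoside (400 uM final) added; 20 min at room temperature, pH 5.0. Reaction stopped at pH 10, fluorescence read, AC50 derived by Hill fit.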
aGlu spleen mod – qHTS Assay for Inhibitors and Activators of Human alpha-Glucosidase From Spleen Homogenate. 240,000 tested, 0.006% active. Potency, µM (highest dose often 79.9 µM), for the others: at the top dose activity change, negative = inhibition, usual class: inhibitors. human spleen homogenate, 4-MU-alpha-glucoside fluorescence. Lysosomal alpha-glucosidase (Homo sapiens), P10253;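 further: 0% = enzyme with vehicle and -100% = no enzyme basal signal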
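AC50 values come from Hill-equation fits of concentration-response data, normalized to no-enzyme and full-activity controls. Enzyme source: 1 ug human spleen homogenate; 1 mM fluorogenic 4-MU glucoside, pH 5.0 citrate buffer, 37 C, 40 min.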
Tau fibril ThT – qHTS for Inhibitors of Tau Fibril Formation, Thioflavin T Binding | recombinant tau K18 P301L (four-repeat tau fragment), heparin-induced fibrillization, ThT fluorescence | Potency, µM (doses to about 57.4 µM), for the others: at the highest dose activity, negative = inhibition, usual class: inhibitors | AID 1460, 2008 | 270,000 tested, 2.1% active; further: on the % scale 0 is the no-effect control and ±100 the full control effect; nearly all actives have a fitted effect of over 55% in size
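Tau K18 P301L fragment (15 uM unlabeled plus 0.24 uM Alexa 594-labeled) in 100 mM sodium acetate pH 7 with compound, fibrillization induced by 20 uM heparin for 6 hr at 37 C. Thioflavin T (30 uM) added, fluorescence read after 1 hr (ex 450, em 510 nm).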
* hit, by the source's call; ? = inconclusive; . = no result given; & = joins results of further samples; [ ] = dose if it differs, or a comment. The call rests on the fitted dose curve; in most records, active means well fitted curve in the direction sought with a large enough effect; inconclusive means small, poorly fitted or top-dose-only effect, or another doubt; inactive means no such curve, though single readings can be large; an effect the other way counts as inactive or inconclusive. Potency means the concentration at half of the fitted maximal effect.

1	Cn1c(=O)oc2cc(S(=O)(=O)NCCC(=O)Nc3ccc(F)cc3F)ccc21
2	CC(C)NC(=O)NC(=O)COc1cccc2c1OC(C)(C)C2
3	CN(C)c1ccc(/C=N/NC(=O)c2ccnn2C)cc1
4	O=S(=O)(NCc1ccco1)c1cccc(S(=O)(=O)N2CCOCC2)c1
5	O=C(NNC(=O)c1ccc2ncccc2c1)c1ccc(Cl)cc1
6	CN(C)S(=O)(=O)c1cc(NC(=O)CN2CCc3ccccc32)ccc1Cl
7	CCc1cccc(NC(=O)C(Cc2ccccc2)NS(=O)(=O)c2ccc3c(c2)c(=O)n(C)c(=O)n3C)c1 (stereo unspecified)
8	CC(=O)Nc1ccc2c(c1)ncn2C
9	O=C(C/C=N/OCc1ccc(Cl)cc1Cl)c1ccccc1
10	O=C(CO)N/N=C/c1c2ccccc2cc2ccccc12
entry no.	1	2	3	4	5	6	7	8	9	10
GAA glycogen	9%[76.3 µM]	-9%	10%	-2%	21%	2%	4%[76.3 µM]	7%	5%	24%
GLA spleen mod	.	5%	4%	2%	-2%	-4%	.	6%	-2%	3%
Tau fluor cs	-8%	-15%	-12%	-1%	4%	?	-22%	-7%	-13%	-11%
HTT cytoprotect	.	-4%[10 µM]	-7%[10 µM]	1%	34%[10 µM]	?	.	2%[1.9 µM]	8%	-65%[inhibitor]
Tau FP inhib	-1%	?	0%	0%	4%	?	-9%	?	-8%	4%
GAA inh	.	-3%	?	-5%	3%	8%	.	-4%	-4%	13%
aGlu spleen mod	.	1%	5%	1%	-1%	1%	.	-2%	-4%	5%
Tau fibril ThT	-7%	-10%	-8%	2%	-7%	?	1%	0%	?	-13%

Given with two lines to a compound: entries from further up.
Fields – GAA glycogen, GLA spleen mod, Tau fluor cs, HTT cytoprotect, Tau FP inhib, GAA inh, aGlu spleen mod, Tau fibril ThT
3: CN(C)c1ccc(/C=N/NC(=O)c2ccnn2C)cc1
 : 10%, 4%, -12%, -7%[10 µM], 0%, ?, 5%, -8%
4: O=S(=O)(NCc1ccco1)c1cccc(S(=O)(=O)N2CCOCC2)c1
 : -2%, 2%, -1%, 1%, 0%, -5%, 1%, 2%
5: O=C(NNC(=O)c1ccc2ncccc2c1)c1ccc(Cl)cc1
 : 21%, -2%, 4%, 34%[10 µM], 4%, 3%, -1%, -7%

Later entries.
11	COC(=O)c1ccc(-n2nnc(-c3nsc(NC(=O)c4ccc(Cl)cc4)n3)c2C)cc1
12	Cn1c(=O)c2c(n3cnnc13)-c1ccccc1CC21CCCC1
13	CCOC(=O)c1csc(-c2ccc([N+](=O)[O-])cc2)n1
14	COC(=O)CCC(=O)OC1(C)C(=O)C2=CN(CCCCO)C(c3ccc(OC)cc3)=CC2=C(Br)C1=O (stereo unspecified)
15	CCOc1ccc(C(=O)CCC(=O)O)cc1
16	COc1cccc(C(=O)Nc2ccccc2F)c1
17	Cc1ccc2nc(NC(=O)CN3CCOCC3)sc2c1
18	CCCCNC(=S)N1CCN(C(c2ccccc2)c2ccccc2)CC1
19	O=C(c1cccc([N+](=O)[O-])c1)c1ccc2c(c1)C(=O)N(c1c[nH]c(=O)[nH]c1=O)C2=O
20	COc1cc(OC)cc(C(=O)N[C@H](C(=O)Nc2ccc3c(c2)OCO3)C(C)C)c1
entry no.	11	12	13	14	15	16	17	18	19	20
GAA glycogen	-14%[76.3 µM]	-4%	-7%	.	9%	10%	-3%	-3%	-9%	6%
GLA spleen mod	.	-4%	10%	6%[17.5 µM]	-10%	-5%	-23%	-4%	-3%	5%
Tau fluor cs	-3%	-7%	1%	6%[11.6 µM]	4%	13%	-1%	-13%	3%	-2%
HTT cytoprotect	.	18%[10 µM]	-14%[10 µM]	-4%[10 µM]	-7%	.	-23%	-23%[10 µM]	4%[10 µM]	-42%[inhibitor]
Tau FP inhib	-8%	2%	0%	6%[11.6 µM]	3%	1%	-1%	-10%	8%	3%
GAA inh	.	1%	?	.	10%	8%	2%	?	2%	?
aGlu spleen mod	.	-5%	-2%	3%[17.4 µM]	-15%	-3%	-12%	-3%	-12%	3%
Tau fibril ThT	?	-5%	6%	15%[11.5 µM]	-5%	2%	-5%	-1%	0%	2%

21	O=C(Oc1ccc(Br)cc1C(=S)N1CCCC1)c1ccccc1F
22	C=CCN(CC=C)C(=O)COC(=O)c1ccc(Sc2ncn[nH]2)c([N+](=O)[O-])c1
23	COc1ccc(CCN2C(=O)NC(NS(=O)(=O)c3ccc(Cl)cc3)(C(F)(F)F)C2=O)cc1OC (stereo unspecified)
24	CN(c1ccccc1)S(=O)(=O)c1ccc(C(=O)OCC(=O)NCc2cccs2)cc1
25	O=C(OCc1cnc(Cl)s1)c1c(F)cccc1F
26	Cc1ccc(-c2cc3ncc(C#N)c(N)n3n2)cc1
27	Cc1ccccc1-n1c(C)cc(/C=N/NC(=O)c2ccc(CN3CCOCC3)cc2)c1C
28	COc1ccc(C2NC(=O)Cc3cc(OC)c(OC)cc32)cc1OC (stereo unspecified)
29	Cc1ccc2nc(N3CCN(S(=O)(=O)c4ccc5c(c4)OCCO5)CC3)c(C#N)cc2c1
30	CCOC(=O)C1CCCN(C2CC(=O)N(c3ccccc3)C2=O)C1 (stereo unspecified)
entry no.	21	22	23	24	25	26	27	28	29	30
GAA glycogen	6%	4%	0%	-3%	-8%	1%	7%	4%	-1%	19%
GLA spleen mod	-4%	-13%	-3%	-6%	1%	2%	-3%	3%	-1%	2%
Tau fluor cs	-22%	-2%	4%	-9%	1%	-3%	-4%	17%	-21%	-4%
HTT cytoprotect	.	6%	-7%	-3%[10 µM]	21%	-38%[inhibitor]	10%[10 µM]	17%[10 µM]	-22%	-6%
Tau FP inhib	-12%	?	6%	-6%	1%	-6%	2%	2%	-16%	2%
GAA inh	-1%	-1%	4%	.	1%	-3%	5%	.	6%	6%
aGlu spleen mod	0%	-13%	-3%	-9%	-15%	-4%	-5%	2%	-7%	-3%
Tau fibril ThT	?	-8%	-5%	.	3%	9%	-9%	.	-6%	-5%

31	NC(=O)c1ccc(-n2nnnc2SCC(=O)Nc2ccccc2-c2ccccc2)cc1
32	CCC(C)NC(=O)CN1C(=O)COc2ccc(S(=O)(=O)N3CCOCC3)cc21 (stereo unspecified)
33	Cc1ccc(S(=O)(=O)c2nnn3c2nc(N2CCCCC2)c2ccccc23)cc1
34	Cc1ccc(-c2nnc(OCc3cccnc3)c3ccccc23)cc1
35	COc1ccc2c(c1)Cc1sc(NC(=O)c3cccs3)nc1-2
36	COc1ccc(N=c2scc(-c3ccc(S(=O)(=O)N4CCOCC4)cc3)n2CCCO)cc1
37	Cc1cc(-c2ccccc2)nc2[nH]n(-c3ccccc3)c(=O)c12
38	CC(C)CCOC(=O)C1C2C=CC3(CN(Cc4cccs4)C(=O)C13)O2 (stereo unspecified)
39	COc1ccc(N(CC(=O)Nc2cccc(OC)c2)S(=O)(=O)c2c(C)nn(C)c2C)cc1
40	CCOc1cc(N2CCOCC2)c(OCC)cc1NC(=O)Cc1cccc(OC)c1
41	Cc1ccc2nc(Cc3ccc(N)cc3)[nH]c2c1
entry no.	31	32	33	34	35	36	37	38	39	40	41
GAA glycogen	4%	-11%&0%[76.3 µM]	4%	-1%	8%	-12%	35µM*	3%	-3%	9%	2%
GLA spleen mod	0%	.	2%	1%	3%	4%	0%	-2%	-1%	-7%	-3%
Tau fluor cs	-25%	-1%	-8%	-23%	?	?	-23%	0%	-10%	-9%	-6%
HTT cytoprotect	13%[10 µM]	.	.	-18%[10 µM]	-54%[inhibitor][0.074 µM]	11%[10 µM]	9%	3%	9%	7%	-12%
Tau FP inhib	-15%	-4%	1%	-17%	?	6%	6%	-1%	-2%	-6%	6%
GAA inh	-3%	.	7%	-10%	-10%	-1%	0%	4%	9%	-11%	?
aGlu spleen mod	-1%	.	-2%	-2%	-5%	3%	-2%	-9%	-6%	-7%	-7%
Tau fibril ThT	-13%	1%	-7%	?	13µM*	?	?	-9%	-5%	-16%	-12%

2 entries from above, set out differently.
Values run as follows: GAA glycogen | GLA spleen mod | Tau fluor cs | HTT cytoprotect | Tau FP inhib | GAA inh | aGlu spleen mod | Tau fibril ThT
[32] CCC(C)NC(=O)CN1C(=O)COc2ccc(S(=O)(=O)N3CCOCC3)cc21 (stereo unspecified)
  -11%&0%[76.3 µM] | . | -1% | . | -4% | . | . | 1%
[33] Cc1ccc(S(=O)(=O)c2nnn3c2nc(N2CCCCC2)c2ccccc23)cc1
  4% | 2% | -8% | . | 1% | 7% | -2% | -7%
